Screening data (PubChem)
RAD52 inh: inhibitors of human RAD52 DNA annealing; hit rate 0.46% among 360,000; P43351; inhibition, % at 18.7 µM; recombinant RAD52 DNA annealing, FRET fluorescence;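 active = every replicate showing at least 50% inhibition; inconclusive = mean inhibition at least 50% but not in every replicate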
ERp5 inh: ERp5 (human) disulfide isomerase inhibition | Q15084 | ERp5 insulin aggregation, absorbance 650 nm, 90 min | inhibition, % at 9.99 µM | hit rate 0.05% among 350,000;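 active = mean replicate inhibition above about 25%, with every replicate also reaching it, limit read from the data, passing the limit was not always enough; inconclusive = only one of those two criteria met; inactive = neither criterion met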
ARNT TACC3 PPI: ARNT/TACC3 interaction disruption | Q9Y6A5 | hit rate 0.66% among 390,000 | AlphaScreen His-ARNT PAS-B/GST-TACC3 binding, luminescence; TACC3 fragment carries E629A point mutation | AID 623870 | inhibition, % at 9.99 µM;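 active = mean inhibition of replicates at least 50% and at least half of replicates each reaching 50%; inconclusive = half or more replicates reach 50% but mean below 50%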;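 note: 0% = complete ARNT plus TACC3 wells and 100% = ARNT alone without TACC3; many hits fall short of the cut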
CASP6 VEID inh: inhibitors of human caspase-6; purified caspase-6, Z-VEID-R110 cleavage fluorescence; P55212; hit rate 0.53% among 350,000; inhibition, % at 12.5 µM;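 active = mean inhibition across replicates at least about 35%, with every replicate also reaching that limit, limit read from the data; inconclusive = only one of the two criteria met; inactive = neither criterion met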;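 note: 0% = median of neutral control wells and 100% = no fluorescence left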
Target sequence (P55212 24-179 limits assumed): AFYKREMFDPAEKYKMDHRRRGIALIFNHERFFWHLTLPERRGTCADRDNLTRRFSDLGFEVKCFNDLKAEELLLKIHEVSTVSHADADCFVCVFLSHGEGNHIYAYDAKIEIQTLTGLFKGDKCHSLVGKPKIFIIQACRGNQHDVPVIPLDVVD
Target sequence (P55212 194-293 limits assumed): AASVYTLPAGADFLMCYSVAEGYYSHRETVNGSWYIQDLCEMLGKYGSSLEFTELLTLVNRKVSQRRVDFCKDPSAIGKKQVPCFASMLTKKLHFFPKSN
PglD inh: PglD (C. jejuni) enzyme inhibition | inhibition, % at 12.5 µM | purified PglD enzyme, DTNB colorimetric CoA detection | hit rate 0.098% among 360,000; in the data active = inhibition above about 16%, passing the limit was not always enough; inconclusive = no clear call, values can overlap the other calls; note: strong numbers were not always called active
RAD54 branch: blocks human RAD54 Holliday junction branch migration | AID 602329 | FAM/BHQ fluorescence | inhibition, % at 10.4 µM | hit rate 0.14% among 360,000;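 active = mean normalized replicate activity at least 40 and at least half of replicates scoring 40 or more; inconclusive = only one of the two criteria met; inactive = mean below 40 and under half of replicates reaching 40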;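 note: 0% = median of neutral control wells and 100% = median of positive control wells; inhibitors cause a drop in the FAM fluorescence signal; in these data hits start at about 50%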
E-selectin induc: induces E-selectin expression in human endothelial cells; HUVEC E-selectin immunofluorescence imaging; normalized: neutral wells 0, TNF-alpha wells 100; P16581; activation, % at 7.58 µM; hit rate 0.37% among 260,000;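 active = mean E-selectin-positive cell signal at least 10% of the positive control, reached in at least 60% of replicates, without over 20% cell loss; inconclusive = no rule given, readout overlaps actives, possibly toxicity-flagged; inactive = the rest, including those meeting only one limit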;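 note: in these data hits start at about 27%; measured in HUVEC primary endothelial cells; signal is the percent of cells scored E-selectin positive by PE staining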
Target sequence (P16581 whole entry, looked up): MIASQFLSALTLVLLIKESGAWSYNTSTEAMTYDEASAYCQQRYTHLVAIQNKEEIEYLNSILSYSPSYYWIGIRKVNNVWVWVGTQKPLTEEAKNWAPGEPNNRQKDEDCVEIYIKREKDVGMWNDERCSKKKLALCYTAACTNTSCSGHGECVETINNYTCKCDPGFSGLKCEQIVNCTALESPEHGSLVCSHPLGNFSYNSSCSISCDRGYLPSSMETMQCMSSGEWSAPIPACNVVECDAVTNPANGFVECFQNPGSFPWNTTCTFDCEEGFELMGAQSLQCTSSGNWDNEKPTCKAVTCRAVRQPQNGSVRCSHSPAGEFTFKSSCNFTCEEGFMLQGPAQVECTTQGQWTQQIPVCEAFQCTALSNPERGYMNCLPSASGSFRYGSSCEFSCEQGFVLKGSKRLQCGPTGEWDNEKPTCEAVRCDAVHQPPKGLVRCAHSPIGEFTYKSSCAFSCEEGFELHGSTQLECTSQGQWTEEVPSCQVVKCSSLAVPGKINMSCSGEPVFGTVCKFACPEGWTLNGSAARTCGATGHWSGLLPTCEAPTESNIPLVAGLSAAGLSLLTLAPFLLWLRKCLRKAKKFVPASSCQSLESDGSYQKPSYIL
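material = human umbilical vein endothelial cells (HUVEC), E-selectin induction | quantity = 3,000 cells/well | medium = EGM-2 growth medium on 0.1% gelatin-coated wells | technique = immunofluorescence imaging | read-out basis = % PE-positive cells | control set = TNF-alpha positive control, DMSO neutral control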
esBAF inh: blocks esBAF chromatin remodeling in mouse ES cells; hit rate 2% among 350,000; reporter increase, % at 12.5 µM; Bmi1-luciferase knock-in reporter, 24 h; 100% = twice the neutral-well signal; in the data active = activation above about 40%; inconclusive = no clear call, values can overlap the other calls;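 note: 0% = median of the plate's neutral control wells and 100% = double that signal; a rise in the Bmi1 reporter signal indicates esBAF inhibition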
* marks the source's active call; other numbers are inactive results; ? = inconclusive; · = not tested or not shown; & = joins results of further samples.

SMILES	RAD52 inh	ERp5 inh	ARNT TACC3 PPI	CASP6 VEID inh	PglD inh	RAD54 branch	E-selectin induc	esBAF inh
Nc1c(C(=O)NCc2ccc3c(c2)OCO3)nnn1Cc1cccc(F)c1	-21	-6	1	-3	-1	-2	0.4	-1
COc1ccc(CC(=O)NN2C(=O)c3ccccc3C2=O)cc1	·	·	-3	·	3	-7	·	-7
C[C@H](O)C#Cc1ccc2c(c1)O[C@H](CN(C)Cc1ccncc1)[C@H](C)CN([C@H](C)CO)S2(=O)=O	11	-1	6	2	1	-2	0.0	-13
O=C(c1ccco1)N1CCN(S(=O)(=O)Cc2ccccc2Cl)CC1	-12	2	·	1	9	-3	0.4	-5
CC(C)C[C@H](NC(=O)C1CC(=O)N(c2ccc(F)cc2)C1)C(=O)N1CCCCC1 (some centres undefined)	-3	-3	-3	-1	0	-3	·	3
CC(=O)N1[C@@H](CO)[C@@H](c2ccc(C3=CCCC3)cc2)C12CN(C(=O)C1CC1)C2	-23	5	·	0	·	·	0.1	·
COc1ccc(NC(=O)c2cc(-c3cccs3)on2)c(OC)c1	-5	-1	11	0	5	0	60*	8
CC(=O)N(c1ccccc1)C1CC(C)N(C(=O)c2ccccc2)c2ccccc21 (centres undefined)	-5	-2	2	5	2	-5	·	4
C[C@H]1CN([C@@H](C)CO)C(=O)c2cc(/C=C/c3ccccc3)cnc2O[C@@H]1CN(C)C(=O)c1ccc2c(c1)OCO2	9	-7	17	2	3	-19	-0.1	0
N=c1c(S(=O)(=O)c2ccc(Cl)cc2)cc2c(=O)n3ccccc3nc2n1Cc1ccco1	-17	1	·	2	-11	19	·	0
c1cc(N2CCOCC2)ccc1-c1ccc2nncn2c1	-18	-2	·	-1	-2	-4	0.3	6
CN1C(=O)c2cc(NC(=O)C3CCOCC3)ccc2OC[C@H]2O[C@@H](CC(=O)NCc3ccccc3F)CC[C@H]21	4	0	-8	-3	-2	8	0.0	5
CCOC(=O)Cc1csc(NC(=O)c2ccc3ccccc3n2)n1	-38	-2	3	7	-1	4	·	7
COc1ccccc1N1CCN(Cc2cc(=O)oc3cc(C)cc(C)c23)CC1	-8	7	·	4	-2	6	-0.1	-3
CC(Oc1ccccc1)C(=O)NNC(=O)c1ccccn1 (centres undefined)	-17	-2	51*	1	5	1	·	-3
O=C(CNC(=O)c1cccs1)NCC(=O)OCc1c(Cl)cccc1Cl	0	-3	-3	1	3	-17	·	-1
CC(CN(C)Cc1ccccc1)OC(=O)c1cccs1 (centres undefined)	·	·	-9	·	-4	-4	·	1
COc1cc(C(=O)NCc2ccc(S(N)(=O)=O)cc2)ccc1OCC(=O)Nc1cccc(C(F)(F)F)c1	4	3	-4	-3	·	·	0.7	2
O=C1/C(=C/c2ccccc2)NC(=S)N1C(c1ccccc1)c1ccccc1	1	7	9	4	5	6	·	9
CC1CCN(S(=O)(=O)c2ccc(C(=O)NC3CCS(=O)(=O)C3)cc2)CC1 (centres undefined)	-4	-4	1	-1	·	·	0.2	·
COc1ccc(O)c(-c2[nH]ncc2C(=O)c2ccccc2C)c1	·	·	-9	·	0	-8	·	-3
CO[C@@H]1CN(C)C(=O)c2cc(NC(=O)Nc3cc(F)ccc3F)ccc2OC[C@H](C)N(C(=O)c2ccccn2)C[C@@H]1C	-6&12	-4&3	3	2&-4	-2	-10	-0.2&0.4	5
C[C@@H]1CCCCO[C@H](CN(C)C(=O)Nc2ccc(C(F)(F)F)cc2)[C@@H](C)CN([C@@H](C)CO)C(=O)c2cc(NS(=O)(=O)c3ccccc3)ccc2O1	-54	0	0	1	0	5	0.6	8
O=c1c2ccccc2nc2sc3ccccc3n12	·	·	-1	·	0	-6	·	?
COc1ccccc1NC(=O)N1CC(=O)N2[C@H](CO)[C@@H](c3ccc(C#CC(C)C)cc3)[C@@H]2C1	4	1	·	3	·	·	0.1	·

Additional entries follow.
SMILES	RAD52 inh	ERp5 inh	ARNT TACC3 PPI	CASP6 VEID inh	PglD inh	RAD54 branch	E-selectin induc	esBAF inh
C[C@@H]1CN([C@H](C)CO)C(=O)c2cc(NS(=O)(=O)c3cccs3)ccc2O[C@H]1CN(C)S(C)(=O)=O	-2	2	0	-2	-3	-2	33*	3
O=C(NCC[C@H]1CC[C@H](NC(=O)c2ccncc2)[C@H](CO)O1)Nc1ccc(Cl)cc1	-3	0	-1	-4	-5	4	-0.4	16
C=CCSc1nnc(-c2c[nH]c3ccccc23)n1CC	-5	6	-7	-1	-4	1	·	8
O=C(Nc1c(F)cc(F)cc1Br)c1cccnc1	2	-2	-8	0	·	·	·	-2
COCC(=O)Nc1ccc2c(c1)[C@H]1C[C@@H](CC(=O)NCc3ccc(-c4ccccc4)cc3)O[C@@H](CO)[C@H]1O2	-5	0	-4	1	1	3	-0.2	2
CC(CC(=O)O)CC(=O)Nc1ccc(Br)cc1 (centres undefined)	-7	7	3	1	-1	5	2.8	-4
CC(C)=CCN1CCN(CCC2=C(C)CCCC2(C)C)CC1CCO (centres undefined)	-1	9	0	-3	·	·	0.6	·
CCc1cc(=O)[nH]c(SCC(=O)NCc2ccc3c(c2)OCO3)n1	-7	-3	6	-5	·	·	·	-7
COc1ccc(N2C(C(C)=O)=NN(c3ccccc3)C2c2cccs2)cc1 (centres undefined)	·	·	3	·	-6	-1	·	-1
COc1cc2nc(C3CC3)n(NC(=O)c3ccc(Cl)cc3)c(=O)c2cc1OC	·	·	-17	·	4	-8	·	3
Cc1nc2scc(C)n2c(=O)c1S(=O)(=O)N1CCN(c2ccccc2F)CC1	-4	3	5	5	0	-5	·	5
O=C(NCc1ccc(Cl)cc1)c1csc(-c2cccnc2)n1	-11	-1	-9	10	·	·	-0.1	-5
CCCCn1nnnc1C(c1ccccc1)N1CCc2ccccc2C1 (centres undefined)	-11	0	·	5	·	·	-0.6	·
CC(C)CC(=O)NC(=S)Nc1ccc(N2CCOCC2)cc1	-6	5	1	-1	·	·	·	·
CSc1ccccc1NC(=O)CN(C1CCCCC1)S(C)(=O)=O	·	·	-2	·	3	-3	·	-2
CC(C)N(C(=O)COC(=O)Cn1cnc2ccccc21)c1ccccc1	-12	4	-4	-1	-1	-1	·	-4
CN(C(=O)CSc1nnc(C2CC2)n1C1CC1)C1(C#N)CCCCC1	6	-8	3	0	-3	9	·	-10
COc1ccc(C(=O)NNC(=O)CSc2nc(C(C)C)nc3ccccc23)cc1	-13	3	-1	-2	7	-1	·	1
COC(=O)C(O)(CC(=O)Nc1ccc(Cl)cc1Cl)C(F)(F)F (centres undefined)	19	-9	-2	·	-5	5	·	5
C[C@H](CO)N1C[C@H](C)[C@H](CN(C)Cc2ccc(C(=O)O)cc2)Oc2ncc(-c3ccc(C(=O)N(C)C)cc3)cc2C1=O	13	1	-3	1	-7	0	-0.1	1
O=C(Nc1ccc(-n2ccnc2P(=O)(O)c2ccccc2)cc1)c1ccccc1Cl	·	·	4	·	-2	-11	·	-4
CCN1C[C@@H]2[C@@H]3C(=O)N(C)C(=O)[C@@H]3[C@](Cc3ccccc3)(C1=O)N2C(=O)c1ccc(C(C)(C)C)cc1	·	·	-1	·	3	-3	-0.1	0
CCOC(=O)C1CCCN(C(=O)c2cccc(N3C(=O)c4ccccc4C3=O)c2)C1 (centres undefined)	10	4	-9	3	·	0	·	-7
COC(=O)C1=NNC2C(=O)N(C3CCCCC3)C(=O)C12 (centres undefined)	-4	3	-1	-5	2	-10	·	-1
CCCN1[C@@H]2c3ccc(C4=CCCCC4)c(=O)n3C[C@@H]2[C@@H](CO)[C@@H]1C(=O)N(C)C	-4	-1	·	-1	·	·	0.0	·

Three entries from above, sorted by number of heavy atoms, ascending.
SMILES	RAD52 inh	ERp5 inh	ARNT TACC3 PPI	CASP6 VEID inh	PglD inh	RAD54 branch	E-selectin induc	esBAF inh
CC(C)CC(=O)NC(=S)Nc1ccc(N2CCOCC2)cc1	-6	5	1	-1	·	·	·	·
COc1ccc(NC(=O)c2cc(-c3cccs3)on2)c(OC)c1	-5	-1	11	0	5	0	60*	8
CC(C)N(C(=O)COC(=O)Cn1cnc2ccccc21)c1ccccc1	-12	4	-4	-1	-1	-1	·	-4

(cont.)
SMILES	RAD52 inh	ERp5 inh	ARNT TACC3 PPI	CASP6 VEID inh	PglD inh	RAD54 branch	E-selectin induc	esBAF inh
O=C1c2cccnc2C(=O)N1Cc1ccccc1	12	1	-8	3	1	-1	1.2	-45
CC(C)CC(=O)n1sc(NC(=O)c2ccccc2)nc1=O	-28	10	-2	-1	-1	1	·	3
Cc1cc(C(=O)Nc2cccc3c2O[C@@H](CN(C)Cc2ccccc2)[C@H](C)CN([C@H](C)CO)C3=O)n(C)n1	3	1	13	1	1	8	0.5	-1
O=C(Nc1ccccc1)N1CC(=O)N2[C@H](CO)[C@@H](c3ccc(C#CC4CC4)cc3)[C@@H]2C1	-3	-1	·	1	·	·	0.2	·
C[C@@H]1Cn2cnc(C(=O)N[C@@H](Cc3c[nH]c4ccccc34)C(=O)OC(C)(C)C)c2C(=O)N1	6	-1	·	-3	-1	8	-0.1	-3
COC(=O)C1(C)NC(c2ccccc2C)C2C(=O)N(c3ccc(F)cc3)C(=O)C21 (centres undefined)	-11	3	-4	-2	-10	1	0.1	-7
CN1CCCCN2[C@H](C1)[C@H](c1ccc(-c3ccccc3)cc1)[C@@H]2CO	-2	-5	2	-1	5	4	0.0	-5
CC(CO)(CO)NC(=O)c1ccc(=O)[nH]n1	-3	-3	-24	-1	3	5	-0.1	·
O=C1COc2ccc(C(=O)COC(=O)c3ncc(Cl)c(Cl)c3Cl)cc2N1	-9	0	0	-2	·	·	-0.5	-4
Cc1cnc(CNC(=O)CC2C(=O)NCCN2Cc2cccc(F)c2F)cn1 (centres undefined)	-22	0	0	-5	1	-14	·	6
COCC(=O)N(C)C[C@@H]1Oc2ncc(-c3ccccc3F)cc2C(=O)N([C@H](C)CO)C[C@H]1C	-1	0	2	1	0	1	0.5	6
O=C(Nc1ccc2c(c1)OCCO2)N1CCN(Cc2ccccc2)CC1	1	-1	10	3	9	-5	1.4	55*
Cc1noc(C)c1S(=O)(=O)N(C)C[C@H]1OCCCC[C@@H](C)Oc2ccc(N(C)C)cc2C(=O)N([C@H](C)CO)C[C@@H]1C	-39	-5	6	3	2	-3	0.5	-2
CC(=O)NCCCC(=O)NNC1CC(=O)N(c2cccc(Cl)c2)C1=O (centres undefined)	-7	5	·	-1	-11	0	-0.1	·
CC1(C)C(=O)Nc2ccccc2N1C(=O)COc1cccnc1[N+](=O)[O-]	-2	-1	0	·	·	·	3.1	·
CC(C)(C)C(=O)Nc1sc2c(c1C#N)CCCCC2	·	·	5	·	5	1	·	10
CCCCC1O[C@@H](C)[C@@H]2CN3CCc4c([nH]c5ccccc45)[C@@H]3C[C@@H]2N1C (some centres undefined)	-9	6	·	-5	·	·	0.4	·
Cc1nc2sccn2c(=O)c1S(=O)(=O)Nc1ccc(N2CCOCC2)cc1	-6	-1	·	0	1	0	·	-1
Cc1ccc(C)c(N2CCN(C(=O)CN(C)S(=O)(=O)c3ccc4c(c3)CCC(=O)N4)CC2)c1	-63	3	9	0	5	0	-0.4	-1
COc1ccc(S(=O)(=O)N(C)C[C@@H]2Oc3ccc(NS(=O)(=O)c4ccc(F)cc4)cc3CC(=O)N([C@H](C)CO)C[C@@H]2C)cc1	10	-3	·	4	·	·	-0.6	1
Cc1noc(C)c1S(=O)(=O)Nc1ccc2c(c1)CC(=O)N([C@@H](C)CO)C[C@H](C)[C@@H](CN(C)Cc1ccc3c(c1)OCO3)O2	7	-1	19	-1	0	1	·	-3
